Luc counter: Kinase-Glo luciferase inhibition (counter-screen). Q27757. Kinase-Glo luciferase, ATP luminescence, 8 min. Potency, µM (highest dose often 38.3 µM), inactives show at the top dose activity change, negative = inhibition, actives largely listed as inhibitors. actives 0.28% (n = 200,000). AID 1379; further: potency means the concentration at half of the fitted maximal effect; on the % scale 0 is the no-effect control and ±100 the full control effect; nearly all actives have a fitted effect of over 60% in size
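Inhibition of Kinase-Glo luciferase light generation was assessed at 10 uM ATP in pH 7.2 imidazole buffer, with luminescence measured after eight minutes at ambient temperature.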
HTT aggregate: reduces HttQ103-GFP aggregates in PC12 cells; Potency, µM (doses to about 46.1 µM), for inactives: top-dose activity change, negative = inhibition, most hits filed as inhibitors; PC12 HttQ103-GFP aggregates, Acumen cytometry, 40 h; actives 1.1% (n = 220,000); further: potency means the concentration at half of the fitted maximal effect; on the % scale 0 is the no-effect control and ±100 the full control effect; nearly all actives have a fitted effect of over 60% in size
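Aggregates are detected as GFP objects 1–25 µm with signal 6 STDEV over background in lysates of induced PC12 cells. These carry Huntingtin exon 1 with 103 glutamines fused to GFP under an ecdysone promoter; compounds titrated.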
IMPase Li inh: cell-permeable IMPase inhibitors with lithium potentiation; CHO-M1 cells, IP1 TR-FRET (IP-One), carbachol + lithium; Potency, µM (titrated, usually from 59.4 µM), for inactives: at the top dose activity, negative = IMPase inhibition, hits mostly inhibitors; actives 0.35% (n = 210,000);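 further: IP1 builds up when IMPase is blocked and the TR-FRET signal falls; potency means the concentration at half of the fitted maximal effect; plate controls were basal vehicle for no effect and high inhibitor control for full effect; nearly all actives have a fitted effect of over 50% in size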
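Concentration–response in CHO-M1 cells, lithium-potentiated; 30 min at 37C. IP1 detected by competitive TR-FRET after 10 min lysis at RT. Hill-fitted AC50.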
NPSR antagonist: blocks cAMP signaling of the human neuropeptide S receptor | CHO-NPSR cells, cAMP TR-FRET, antagonist mode | Potency, µM (doses to about 38.3 µM), inactives show at the top dose activity change, negative = inhibition, most hits filed as inhibitors | actives 1% (n = 220,000) | Q6W5P4; further: potency means the concentration at half of the fitted maximal effect; on the % scale 0 is the no-effect control and ±100 the full control effect; nearly all actives have a fitted effect of over 50% in size; many of its hits are not listed in these tables
CBFb-RUNX1 inh: inhibitors of human CBF-beta and RUNX1 interaction. Q01196+Q13951. AlphaScreen CBFb-His/RUNX1-biotin binding, biochemical. Potency, µM (series often up to 59.8 µM), for the others: top-dose activity, negative = inhibition, actives largely listed as inhibitors. 230,000 tested, under 10 active; further: % of control where 0% means no effect
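AlphaScreen proximity signal reports loss of binding between His-tagged CBF-beta and biotin-labelled RUNX1, each at 30 nM. Proteins are pre-associated for 20 minutes, compounds added for 15 minutes, then beads for 90 minutes, all at ambient temperature.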
Epigenetic derep: epigenetic control regulation, reporter derepression | murine LDR cells, GFP reporter derepression, 30 h | Potency, µM (titrated, usually from 53.9 µM), for inactives: top-dose GFP activation, actives largely listed as activators | actives 0.2% (n = 280,000); further: potency means the concentration at half of the fitted maximal effect; % of control where 0% means no effect; nearly all actives have a fitted effect of over 60% in size
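GFP-positive cell count by laser-scanning cytometry (objects 20–120 um) after 30 h, 37 C compound exposure of murine LDR cells; reporter is CMV-GFP integrated at a silenced locus, inducible by HDAC or DNMT inhibitors.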
L3MBTL1 block: inhibitors of human L3MBTL1; Q9Y468; AlphaScreen L3MBTL1–H3K9me1 peptide binding; Potency, µM (highest dose often 57.1 µM), without a hit: at the highest dose activity, negative = inhibition, usual class: inhibitors; actives 0.66% (n = 230,000); AID 485360; further: potency means the concentration at half of the fitted maximal effect; on the % scale 0 is the no-effect control and ±100 the full control effect; nearly all actives have a fitted effect of over 60% in size
Target sequence (Q9Y468 whole entry, looked up): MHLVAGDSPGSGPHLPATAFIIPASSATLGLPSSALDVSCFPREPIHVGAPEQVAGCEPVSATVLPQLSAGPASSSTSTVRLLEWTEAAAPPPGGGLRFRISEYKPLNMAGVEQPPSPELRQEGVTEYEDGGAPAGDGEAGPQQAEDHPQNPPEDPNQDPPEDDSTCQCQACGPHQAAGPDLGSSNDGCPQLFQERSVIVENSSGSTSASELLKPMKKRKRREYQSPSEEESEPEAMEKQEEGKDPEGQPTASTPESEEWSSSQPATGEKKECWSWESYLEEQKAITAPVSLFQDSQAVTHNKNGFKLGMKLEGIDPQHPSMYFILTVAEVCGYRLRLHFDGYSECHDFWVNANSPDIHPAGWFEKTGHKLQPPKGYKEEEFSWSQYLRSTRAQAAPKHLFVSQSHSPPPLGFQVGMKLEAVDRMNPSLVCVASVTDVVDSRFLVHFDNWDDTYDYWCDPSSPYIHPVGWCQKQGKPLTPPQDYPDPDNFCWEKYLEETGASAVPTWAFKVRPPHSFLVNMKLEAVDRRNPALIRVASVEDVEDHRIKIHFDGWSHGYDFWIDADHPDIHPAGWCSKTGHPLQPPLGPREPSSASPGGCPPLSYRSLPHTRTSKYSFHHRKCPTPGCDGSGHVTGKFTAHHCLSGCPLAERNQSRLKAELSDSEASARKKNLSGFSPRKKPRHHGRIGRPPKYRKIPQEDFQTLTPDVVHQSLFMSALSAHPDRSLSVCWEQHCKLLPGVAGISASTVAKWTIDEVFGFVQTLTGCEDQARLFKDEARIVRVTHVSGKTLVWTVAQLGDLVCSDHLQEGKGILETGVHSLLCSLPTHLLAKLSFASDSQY
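L3MBTL1 (50 nM) pre-complexed 30 min with biotinylated H3(1-15)K9me1 peptide (75 nM), then compounds added for 30 min at room temperature; AlphaScreen streptavidin donor/nickel chelate acceptor beads (10 ug/mL final) read after 30 min dark incubation.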
* hit, by the source's call; ? = inconclusive; · = no result given; [ ] = another dose, or the depositor's remark. The call rests on the fitted dose curve; in most records, active means well fitted curve in the direction sought with a large enough effect; inconclusive means small, poorly fitted or top-dose-only effect, or another doubt; inactive means no such curve, though single readings can be large; an effect the other way counts as inactive or inconclusive. The list is partial; the hit share may differ from the screen's.

Below each compound: NPSR antagonist, L3MBTL1 block, Luc counter, Epigenetic derep, IMPase Li inh, HTT aggregate, CBFb-RUNX1 inh
- CCOC(=O)c1ccc(N2C(=O)c3n[nH]c(-c4ccco4)c3C2c2ccc([N+](=O)[O-])cc2)cc1 (stereo unspecified)
  -40.9%, -30.9%, -1.3%, -1.1%, 11.6%, 11.9%, ?
- Nc1nc(-c2nc3ccccc3[nH]2)cs1
  -8.0%[46.1 µM], -15.7%, -20.2%, -1.0%, 14.2%[38.3 µM], -3.0%, -14.4%
- Cc1ccsc1C1CC(=O)NC2=C1C(=O)CC(C)(C)C2 (stereo unspecified)
  1.2%[46.1 µM], 3.1%, -0.5%, 0.0%, -10.7%[38.3 µM], -20.9%, 3.4%
- C[n+]1nc(Nc2ccccc2)sc1-c1ccc(C(=O)O)cc1
  -13.3%, ·, ·, -0.3%, ·, -21.1%[9.22 µM], 8.1%
- COc1ccccc1-c1nnc(SCC(=O)NCc2c(C)c(Cl)cc(C(C)C)c2O)o1
  0.0%[46.1 µM], -2.4%[11.4 µM], 1.3%, 0.0%, 27.9%[38.3 µM], 12.6µM*, 2.6%
- Cc1cccc2cc(CNC3CCCC3)c(Cl)nc12
  3.3%, -2.9%, -6.1%, -0.3%, 3.1%, 3.0%[9.22 µM], 4.5%
- COc1cc2c(cc1OC)/C(=C/C(=O)N1CCOCC1)NC(C)(C)C2
  9.4%[46.1 µM], -6.9%, 2.1%, 0.2%, -20.7%[38.3 µM], ?, -2.5%
- CC(NC(=O)c1ccc(OC2CCN(S(=O)(=O)N(C)C)CC2)cc1)C1CC1 (stereo unspecified)
  8.5%, 3.3%, -3.4%, -2.0%, 9.3%, -16.9%[9.22 µM], 0.3%
- COc1cc(/C=N\NC(=O)CN2CCOCC2)ccc1OCC(=O)Nc1ccc(C)c(C)c1
  -13.7%[46.1 µM], 5.1%, 1.5%, -1.3%, 8.4%[38.3 µM], 26.0%, 1.1%
- CCC(c1nnnn1CCc1ccccc1)N1CCN(c2ccc(OC)cc2)CC1 (stereo unspecified)
  -25.1%[46.1 µM], -1.5%, -0.7%, 0.0%, 10.8%[38.3 µM], -2.1%, -3.4%
- O=C(c1ccccc1)c1ccc(OCC(O)CN2CCCCC2)cc1 (stereo unspecified)
  3.5%[46.1 µM], -3.5%, 0.1%, 0.1%, 12.4%, 10.8%, -5.0%
- S=C(Nc1ccc(Br)cc1Cl)NC1CCN(Cc2ccccc2)CC1
  -30.8%, -13.3%, 1.3%, 2.9%, -2.3%, 26.8%, 12.0%
- Oc1ccccc1N1CCN(CC(O)COCc2ccccc2Cl)CC1 (stereo unspecified)
  2.0%, -29.9%, 3.6%, 2.2%, 9.6%, ?, -2.1%
- CCn1c(=O)c(C(=O)CN(C)Cc2cccc(OC)c2OC)c(N)n(Cc2ccccc2)c1=O
  2.9%[46.1 µM], 11.6%, -0.7%, -5.6%, 8.5%[38.3 µM], -8.9%, 1.0%
- CCCCc1c(C)nc2ccc(C(=O)OCC)cc2c1Cl
  -9.1%, 11.7%, -1.5%, 1.0%, 4.6%, 22.6%, 9.9%
- CC(NC(=O)c1noc2c1CCCCC2)c1ccccc1 (stereo unspecified)
  10.8%, 1.1%, 2.7%, 0.0%, 12.8%, 15.8%, 1.7%
- NCCC[C@@H](CC(=O)N[C@@H]1CCCC[C@H]1C(=O)N[C@H](CC(=O)N[C@@H](CCC(=O)O)CC(=O)O)Cc1ccccc1)NC(=O)C[C@H](Cc1ccccc1)NC(=O)[C@@H]1CCCC[C@H]1N
  ·, ·, 0.9%, -1.1%, -4.7%, ·, 13.1%
- Cc1ccc([N+](=O)[O-])cc1S(=O)(=O)n1ccnc1C
  34.1%, -22.4%, -2.3%, 2.2%, 19.1%, 5.6%[9.22 µM], -9.6%
- COCCSc1nnc(-c2cccc(C#N)c2)n1C
  -3.0%[46.1 µM], ·, -2.5%, 0.0%, 24.7%[38.3 µM], -8.0%, -1.6%
- C=C1CC[C@@H]2O[C@@]2(C)CC[C@H]2[C@H]1CC2(C)C
  ·, ·, 1.4%, -1.2%, 14.0%, ·, 4.4%[21.7 µM]
- Cc1cc(NC(=O)c2cccc([N+](=O)[O-])c2)n(-c2ccccc2)n1
  6.1%, 4.9%, 2.8%, 1.1%, -0.3%, 15.2%, 3.1%
- Cc1nnc(SCc2ccc(Cl)cc2Cl)[nH]c1=O
  -11.4%[46.1 µM], 12.1%, 3.9%, -2.2%, 6.5%, -13.3%, 1.3%
- CCO[C@@H]1OC(C(=O)N2CCCCCCC2)=C[C@H](C2CCCCC2)[C@H]1CCCO
  51.5%, 0.2%, ·, 5.2%, 1.3%, 5.6%[9.22 µM], 15.6%
- O=C(CCNS(=O)(=O)c1cccc2nsnc12)NCCc1ccccc1
  -9.5%[46.1 µM], ·, 4.6%, 0.0%, 18.1%[38.3 µM], -19.4%, -11.8%
- C=CCN1C(=O)C(CC(=O)O)SC1=Nc1ccc(C)cc1 (stereo unspecified)
  -8.0%, 7.6%, ·, -2.9%, ·, 3.1%, 8.3%
- C[C@H](N)c1nnc(SCC(N)=O)o1
  11.5%, ·, ·, -1.1%, ·, 19.0%[9.22 µM], 4.2%
- NC1=NC(=O)C2(COC(c3cccnc3)OC2)S1 (stereo unspecified)
  0.1%, 6.4%, -1.0%, 0.0%, 3.2%, 8.8%, 4.0%
- CS(=O)(=O)Nc1ccccc1C(=O)N1CCOCC1
  -19.0%[46.1 µM], ·, 0.7%, -0.7%, -14.8%[38.3 µM], -26.4%, -1.1%
- CCn1ncc(NC(=S)NCCc2ccccc2)c1C(N)=O
  11.0%, 28.7%[11.4 µM], 1.1%, -1.2%, 0.8%, -3.8%, 0.8%
- CCN(C(=O)COC(=O)/C=C/c1ccccc1)C1CCCCC1
  -22.9%, 2.4%, 3.9%, -1.7%, 9.1%, -2.2%, -1.2%
- COc1cc(C2Nc3ccc4ncccc4c3C3=C2C(=O)CCC3)ccc1O (stereo unspecified)
  3.3%[46.1 µM], 4.2%, -0.3%, 0.7%, 5.2%[38.3 µM], 13.3%, 1.7%
- CCc1cccc(C)c1NC(=O)CC(C)(C)CC(=O)O
  -11.6%, 4.4%, ·, 14.5%, ·, 9.0%[9.22 µM], -3.1%
- Cn1c(O)c(C=NC(CC(N)=O)C(=O)O)c(=O)n(C)c1=O (stereo unspecified)
  9.7%[46.1 µM], 5.0%, -2.3%, 0.0%, -4.5%[38.3 µM], -0.1%, 1.2%
- CC(=O)Nc1cccc(NC(=O)c2ccco2)c1
  -13.1%[46.1 µM], ·, 1.2%, -1.1%, 25.6%[38.3 µM], -16.0%, 9.1%
- O=C(N/N=C\c1cccs1)c1sccc1-n1cccc1
  -22.6%, ?, -2.4%, 0.0%, 11.1%, 1.5%, -14.9%
- COc1cc(C(=O)Nc2cc(C)c(OCC(=O)N3CCOCC3)c(C)c2)cc(OC)c1OC
  -6.5%[46.1 µM], -0.9%, -1.6%, 7.8%, -17.0%[38.3 µM], 21.8%, 0.3%
- COc1cc2[nH]c(=O)n(CCCC(=O)NCCc3ccccc3)c(=O)c2cc1OC
  -10.4%[46.1 µM], 4.8%, -0.8%, 0.0%, -5.8%[38.3 µM], 19.2%, 2.1%
- CC(C)OC(=O)c1cc2c(ccn2C)n1CC(=O)N(Cc1ccccc1)c1ccccc1
  -54.4%, -28.3%, 2.8%, -1.8%, 6.8%, ?, -17.5%
- CNC(=S)NCCc1ccccc1
  15.6%, 7.1%, ·, 0.0%, ·, 11.1%[9.22 µM], 6.5%
- CC(C)(C)CN1C(=O)C(=O)NC[C@@H]1Cc1ccc(O)cc1
  24.5%, ·, ·, -2.4%, ·, -9.0%[9.22 µM], 6.4%

Part of the list above, reduced to Epigenetic derep and NPSR antagonist:
SMILES	Epigenetic derep	NPSR antagonist
NC1=NC(=O)C2(COC(c3cccnc3)OC2)S1 (stereo unspecified)	0.0%	0.1%
CS(=O)(=O)Nc1ccccc1C(=O)N1CCOCC1	-0.7%	-19.0%[46.1 µM]
CCn1ncc(NC(=S)NCCc2ccccc2)c1C(N)=O	-1.2%	11.0%
CCN(C(=O)COC(=O)/C=C/c1ccccc1)C1CCCCC1	-1.7%	-22.9%
COc1cc(C2Nc3ccc4ncccc4c3C3=C2C(=O)CCC3)ccc1O (stereo unspecified)	0.7%	3.3%[46.1 µM]

Remaining list, next part:
Below each compound: NPSR antagonist, L3MBTL1 block, Luc counter, Epigenetic derep, IMPase Li inh, HTT aggregate, CBFb-RUNX1 inh
- COc1ccc(-c2nc3n(c(=O)c2C#N)CCCS3)cc1
  -12.9%[46.1 µM], ·, 5.2%, -1.9%, ?, 2.0%[9.22 µM], 7.8%
- O=C1CC(c2ccc(F)cc2)CC2=C1C(c1ccc([N+](=O)[O-])o1)Nc1ccccc1N2 (stereo unspecified)
  ?, -22.9%, ·, 6.3%, ·, 14.5%[9.22 µM], -12.2%
- Cc1nn(-c2ccccc2)c(N2CCCC2)c1/C=N/NC(=O)c1cccc(S(=O)(=O)Nc2ccc(Cl)cc2)c1
  -21.9%, -10.7%, 0.1%, 0.0%, 2.0%, ?, -12.2%
- CCOC(=O)C1CCCN(c2c(NCCCN(C)c3ccccc3)c(=O)c2=O)C1 (stereo unspecified)
  -3.1%[46.1 µM], ·, -0.5%, -5.8%, 26.6%[38.3 µM], 0.3%, -2.6%
- COc1cc(OC)cc(C(=O)NNC(=S)Nc2ccccc2OC)c1
  -4.7%, -4.1%, 13.3%, 3.2%, 0.6%, -19.5%, -13.8%
- CN1CCN(c2nc(NCCOC34CC5CC(CC(C5)C3)C4)nc(OCC(F)(F)F)n2)CC1
  -7.3%[46.1 µM], -2.1%, -1.8%, 4.8%, 45.3%[activator][38.3 µM], 2.9%, ?
- O=C(Nc1nccc(-c2cccs2)n1)c1cccs1
  -5.9%[46.1 µM], -3.0%, -10.8%, -2.6%, -6.9%[38.3 µM], 2.5%, 8.3%
- CCC(=O)NC(Nc1sc2c(c1C(=O)OC)CCCC2)(C(F)(F)F)C(F)(F)F
  -18.3%[46.1 µM], -1.5%, 2.5%, -3.2%, -1.2%[38.3 µM], -4.5%, 2.1%

Bioassay records: PubChem, National Center for Advancing Translational Sciences (NCATS)
